Assay outcomes (PubChem)
TMEM16A act = TMEM16A chloride channel activators or potentiators, primary screen, cell-based, HTS | Anoctamin-1 (Mus musculus), Q8BHY3 | HEK293 TMEM16A/YFP-H148Q/I152L, iodide quench fluorescence; hits give low values | B-score at 10 µM | hit rate 0.3% among 340,000;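 active means fluorescence-ratio B-score plate-corrected deviation score at least 3 library SD below zero, with starting fluorescence score within 5 deviations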;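 further: channel opened by trigger with iodide after compound preincubation; score built on the fluorescence ratio of max minus min over baseline; more negative score means more quench and so TMEM16A activation or potentiation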
RGS4 inh = RGS4 inhibitors, primary screen, cell-based, HEK293 M3R inducible RGS4, calcium flux; Fluo-4 calcium flux; hits give high values; triggered by carbachol at its EC20; B-score at 10 µM; hit rate 0.45% among 310,000; AID 463165, 2010;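 active means B-score, a plate-corrected calcium signal, over three deviations above library mean, with baseline fluorescence within five deviations of library mean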;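 further: RGS4 expression induced by doxycycline in cells with stable M3 receptor; B-score is computed from the integrated fluorescence ratio over baseline after carbachol; higher B-score means a larger calcium signal and so more RGS4 inhibition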
KCNQ1 inh = inhibitors of human KCNQ1 channel, primary screen, cell-based, thallium flux, high-throughput; Potassium voltage-gated channel subfamily KQT member 1 (Homo sapiens), P51787; CHO-K1 KCNQ1, FluxOR thallium flux fluorescence; hits give high values; B-score at 10 µM; hit rate 1.3% among 310,000; AID 2642, 2010;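 active means compounds whose thallium flux B-score, printed positive for inhibition, exceeds three library SD while starting fluorescence stays within three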;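 further: channel opened by potassium depolarization with thallium stimulus after 20 min compound exposure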
Target sequence (P51787 whole entry, looked up): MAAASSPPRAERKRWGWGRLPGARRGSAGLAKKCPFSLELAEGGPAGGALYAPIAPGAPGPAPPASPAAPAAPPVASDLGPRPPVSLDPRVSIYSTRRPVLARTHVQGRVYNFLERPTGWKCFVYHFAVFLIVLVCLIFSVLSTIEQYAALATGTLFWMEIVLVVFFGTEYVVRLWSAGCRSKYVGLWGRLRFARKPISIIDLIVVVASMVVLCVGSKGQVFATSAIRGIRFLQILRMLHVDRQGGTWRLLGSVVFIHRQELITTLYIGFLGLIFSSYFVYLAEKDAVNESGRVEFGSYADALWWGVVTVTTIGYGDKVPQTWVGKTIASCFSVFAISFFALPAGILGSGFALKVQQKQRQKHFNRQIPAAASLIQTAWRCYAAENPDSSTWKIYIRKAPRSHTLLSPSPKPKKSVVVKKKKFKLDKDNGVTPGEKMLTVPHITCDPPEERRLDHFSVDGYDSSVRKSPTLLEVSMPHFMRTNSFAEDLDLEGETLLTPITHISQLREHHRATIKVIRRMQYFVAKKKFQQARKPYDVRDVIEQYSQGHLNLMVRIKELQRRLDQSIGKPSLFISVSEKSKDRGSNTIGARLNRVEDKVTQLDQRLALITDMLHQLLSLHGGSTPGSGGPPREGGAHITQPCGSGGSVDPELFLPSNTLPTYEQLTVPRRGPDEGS
SKKanGAS inh = S. pyogenes SKKanGAS growth inhibitors in kanamycin, primary screen, streptokinase expression inhibitor project, SKKanGAS strain, BacTiter-Glo luminescence | 6 h | AID 1662, 2009 | inhibition, % at 7.5 µM | hit rate 1.3% among 300,000;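 active means mean replicate score, as percent of positive control median, at least 50; inconclusive means mean below 50 but one replicate at or above 50; inactive means mean and every replicate below 50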;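 further: strain carries kanamycin resistance gene driven by streptokinase promoter and grows in 40 µg/ml kanamycin; loss of luminescence reflects streptokinase promoter inhibition or plain growth inhibition; 0% = median of DMSO wells and 100% = positive control at its reference dose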
KCNK3 inh = human KCNK3 channel inhibitors, primary screen, CHO cells, FluxOR thallium flux, B-score; Potassium channel subfamily K member 3 (Homo sapiens), O14649; FluxOR fluorescence; hits give low values; B-score at 10 µM; hit rate 0.84% among 340,000; AID 602410, 2012;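 active means B-score under library mean minus 4 SD, starting fluorescence ratio at most library mean plus 5 SD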;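 further: more negative B-score means stronger inhibition of thallium flux through KCNK3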
hERG protect = hERG rescue from dofetilide block, primary screen, cell-based, CHO-hERG, FluxOR thallium flux, dofetilide IC70. Voltage-gated inwardly rectifying potassium channel KCNH2 (Homo sapiens), Q12809. dofetilide IC70 present. activation (rescue from dofetilide block), less the hit threshold, % at 10 µM. hit rate 0.51% among 310,000. AID 1511, 2009;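 active means activation above the mean of controls blocked by dofetilide plus 5 SD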;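 further: thallium influx through hERG after potassium depolarization seen as dye fluorescence rise; in these data hits start at about 4.7%; inactives centre near -7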
KCNK9 inh = KCNK9 potassium channel inhibitors, primary screen, HEK293 cells, thallium flux | Potassium channel subfamily K member 9 (Homo sapiens), Q9NPC2 | FluxOR thallium flux fluorescence; hits give low values | B-score at 10 µM | hit rate 1.2% among 310,000;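 active means ratio B-score over 3 SD below the library mean, with starting fluorescence within 5 SD of its mean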;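 further: negative B-score means less thallium flux so channel inhibition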
RGS4 pot = RGS4 potentiators or activators, primary screen, cell-based, HEK293 M3R inducible RGS4, calcium flux; carbachol calcium flux Fluo4; hits give low values; B-score at 10 µM; hit rate 0.92% among 310,000; AID 463111, 2010;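 active means B-score of the integrated calcium signal more than 4 SD below the library mean, with starting fluorescence not abnormally high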;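 further: negative B-score means reduced calcium response which marks RGS4 activation or potentiation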
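Detection: kinetic calcium fluorescence imaging with Fluo4-AM dye, 2 µM / Material: HEK293 cells with stable M3R and inducible RGS4 / Schedule: recording 10 s baseline at 1 Hz, 100 s post-agonist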
KCNQ1 pot = potentiators or activators of KCNQ1 channel, primary screen, cell-based, thallium flux, high-throughput. hit rate 0.35% among 310,000. AID 2648, 2010. Potassium voltage-gated channel subfamily KQT member 1 (Homo sapiens), P51787. B-score at 10 µM. CHO-K1 KCNQ1, thallium flux FluxOR fluorescence; hits give high values;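 active means fluorescence ratio B-score, a plate-corrected score, at least three library SD, with initial intensity B-score within 5 SD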
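Assay system: CHO-K1 cells stably expressing KCNQ1. Medium: assay buffer for compound exposure, DMSO matched across wells. Timing: 37 °C overnight plating, 90-min dark dye load, 20-min compound pretreatment. Signal: kinetic FluxOR fluorescence, 10 s baseline plus 110 s post-stimulus.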
ANO1 block = TMEM16A chloride channel inhibitors, primary screen, cell-based, HTS. Anoctamin-1 (Mus musculus), Q8BHY3. HEK293 TMEM16A/YFP iodide influx fluorescence, ionomycin. normalized B-score (activity score, 25-100; higher = stronger inhibition) at 10 µM. hit rate 1.2% among 310,000. AID 588511, 2011;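 active means ratio plate-corrected score three or more library SD toward inhibition, starting fluorescence score within five deviations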;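 further: score derived from kinetic fluorescence span divided by baseline fluorescence per well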
HDAC3 inh = HDAC3 deacetylase inhibitors, primary screen, biochemical, fluorescence, cell-free homogeneous | Histone deacetylase 3 (Homo sapiens), O15379 | recombinant HDAC3, fluorogenic peptide/trypsin coupled | inhibition, % at 8.3 µM | hit rate 0.15% among 320,000 | AID 2718, 2010; in the data active means inhibition above about 26%, passing the limit was not always enough; inconclusive means no clear call, values can overlap the other calls
Target sequence (O15379 whole entry, looked up): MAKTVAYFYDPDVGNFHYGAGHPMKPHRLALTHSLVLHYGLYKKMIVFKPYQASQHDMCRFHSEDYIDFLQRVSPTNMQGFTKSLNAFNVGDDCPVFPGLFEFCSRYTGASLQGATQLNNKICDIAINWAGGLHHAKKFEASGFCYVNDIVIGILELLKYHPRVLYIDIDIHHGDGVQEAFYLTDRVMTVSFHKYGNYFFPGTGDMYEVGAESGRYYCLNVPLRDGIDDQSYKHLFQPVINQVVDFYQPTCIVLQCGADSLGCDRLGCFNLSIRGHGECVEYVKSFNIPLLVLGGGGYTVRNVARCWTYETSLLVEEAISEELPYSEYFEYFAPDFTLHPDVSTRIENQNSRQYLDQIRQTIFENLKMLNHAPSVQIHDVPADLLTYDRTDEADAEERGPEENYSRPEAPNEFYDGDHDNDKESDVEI
Numbers without * were called inactive; i = inactive; ? = inconclusive; . = not tested or not shown. This is a random part of the collection. About 6.3% of those tested had a hit in this group.

Values in the order: TMEM16A act	RGS4 inh	KCNQ1 inh	SKKanGAS inh	KCNK3 inh	hERG protect	KCNK9 inh	RGS4 pot	KCNQ1 pot	ANO1 block	HDAC3 inh
1) C(=N\Nc1nc2ccccc2[nH]1)/c1c[nH]c2ccccc12
    i	i	i	64*	i	-17	i	i	i	i	9
2) O=C(Nc1ccc(Cn2cccn2)cc1)c1ccc(COc2ccccc2Br)cc1
    i	i	i	42	i	-10	i	i	i	i	8
3) CC(C)NC(=O)Cn1cc(C(=O)C2CC2)c2ccccc21
    i	i	i	2	i	-8	i	i	i	i	6
4) O=C(Cn1cnc2ccccc2c1=O)NCCC(=O)N1CCN(Cc2ccccc2)CC1
    i	i	i	-1	i	-14	i	i	i	i	0
5) O=C(c1ccccc1Cl)N1N=C(c2cccs2)CC1c1cccc(O)c1 (stereo not given)
    i	i	i	2	i	-11	i	i	i	i	-4
6) O=C(OCCN1CCCCC1)c1ccccc1Cl
    i	i	i	1	i	-11	i	i	i	i	10
7) O=C(Nc1cccc(C(=O)Nc2ccc(Br)cc2)c1)c1ccccc1
    i	i	i	24	i	-4	i	i	i	i	11
8) Nn1c(SCC(=O)NC2CCCC2)nnc1-c1ccccc1F
    -16*	i	i	-7	i	-9	i	i	i	i	5
9) Cn1cccc1/C=N\NC(=O)C1COc2ccccc2O1 (stereo not given)
    i	i	i	-2	i	-3	i	i	i	i	12
10) CC1CCCCC1NC(=O)CN1C(=O)c2ccccc2S1(=O)=O (stereo not given)
    i	i	i	1	i	-5	i	i	i	i	.
11) CC(C)CC(NC(=O)OC(C)(C)C)C(=O)NCc1ccccc1 (stereo not given)
    i	i	i	2	i	3	i	i	i	i	-5
12) O=C(CSc1nnc2scc(-c3ccccc3)n12)NCc1ccco1
    i	i	i	-1	i	-8	i	i	i	i	0
13) Cc1ccc(Oc2nc(-c3ccccc3)ncc2S(C)(=O)=O)cc1
    i	i	i	7	i	-5	i	i	i	i	2
14) C/C(=N/NC(=O)c1nnn(-c2nonc2N)c1COc1ccccc1)c1ccccc1Cl
    i	i	i	23	i	-17	i	i	i	i	-3
15) O=C(O)COc1ccccc1/C=N/NC(=O)CSc1nnc(SCc2cccc3ccccc23)s1
    i	i	i	1	i	-13	i	i	i	i	7
16) CC1CCN(C(=O)/C(=C/c2ccccc2Cl)c2ccccc2)CC1
    i	i	i	17	i	-12	-6.7*	i	i	i	2
17) O=C(c1ccc(F)cc1F)N1CCCc2ccccc21
    i	i	i	0	i	-5	i	i	i	i	-1
18) N#Cc1ccccc1Cn1cc(C#N)c2ccccc21
    i	i	i	-12	i	-10	i	i	i	i	4
19) CCC(C)N(C(=O)COC(=O)COc1c(C)cc(C)cc1C)C1CCS(=O)(=O)C1 (stereo not given)
    i	i	i	6	i	-20	i	i	i	i	0
20) Nc1nnc(CC(c2ccccc2)c2ccccc2)s1
    i	i	i	1	i	-4	i	i	i	i	2
21) COc1cc(C(=O)NCCOc2cc(C)cc(C)c2)cc(OC)c1OC
    i	i	i	-3	i	-3	i	i	i	i	-2
22) CC(C)=N/N=C(\N)SCc1ccccc1
    i	i	i	-1	i	-12	i	i	i	i	2
23) Cc1ccc(Cn2nnc(C(=O)Nc3cccc(C)c3C)c2N)cc1
    i	i	i	0	i	-13	i	i	i	i	3
24) CCCCCCCCNC(=O)CC(NS(=O)(=O)c1ccc(NC(C)=O)cc1)C(C)C (stereo not given)
    i	i	i	-2	i	-5	i	i	i	i	6
25) CC(C)C(NC(=O)CC12CC3CC(CC(C3)C1)C2)C(=O)O (stereo not given)
    i	i	i	1	i	-7	i	i	i	i	0
26) CC(=O)c1ccc(C(=O)N2CCCC(Nc3ccc(C(C)C)cc3)C2)s1 (stereo not given)
    i	i	i	2	i	-7	i	i	i	i	2
27) CC1(C)C2CC[C@]3(C)C(CC=C4[C@@H]5C[C@@](C)(CO)[C@@H](O)C[C@]5(C(=O)O)CC[C@]43C)[C@@]2(C)CC[C@@H]1O (stereo not given in full)
    .	i	i	5	.	-13	i	i	i	i	-3
28) CCCCCC(=O)NNC1CC(=O)N(c2cccc(OCC)c2)C1=O (stereo not given)
    i	i	i	-3	i	-5	i	i	i	i	-3
29) Cc1nnc(NC(=O)c2cc(-c3ccncc3)nc3c(C)cccc23)s1
    i	i	i	0	i	1	i	i	i	i	-6
30) O=C(NCCC1=CCCCC1)C1CCCN(S(=O)(=O)c2ccccc2)C1 (stereo not given)
    i	i	i	-5	i	-9	i	i	i	i	-4
31) CCCn1cc(CN2CCC(Cc3cccc(F)c3)(C(=O)OCC)CC2)c(C)n1
    i	i	i	-3	i	-11	i	i	i	i	-1
32) Nn1c(Cc2ccccc2)n[nH]c1=S
    i	i	i	0	i	-9	i	i	i	i	1
33) CC(=O)COC(=O)C1=NN(c2ccccc2)C(=O)CC1
    i	i	i	0	i	0	i	i	i	i	-1
34) CCOC(=O)N1CCC(=NNc2ccnc3cc(Cl)ccc23)CC1
    i	i	i	.	i	-6	i	i	i	i	6
35) COc1ccc2c(c1)N(C(=O)CN1C(=O)C3CCCCC3C1=O)C(C)(C)C=C2C (stereo not given)
    i	i	i	2	i	-5	i	i	i	i	1
36) Cn1c(CN2CCOCC2)nnc1SCc1cccc(F)c1
    i	i	i	-3	i	1	i	i	i	i	2
37) COC(=O)[C@H](CC(C)C)NC(=O)Nc1cccc(Br)c1
    i	i	i	-7	i	-6	i	i	i	i	-3
38) CC1CCN(S(=O)(=O)c2ccc(NC(=O)c3cccs3)cc2)CC1
    i	i	i	9	i	-7	i	i	i	i	-6
39) CC1(C)CC(=O)C2=C(C1)N(c1ccc(F)cc1)C(=O)CC2c1ccccc1 (stereo not given)
    i	i	i	11	i	-10	i	i	i	i	1
40) COc1ccccc1Nc1nc(N)nc(CN2CCN(c3ccccc3F)CC2)n1
    i	i	i	62*	i	-20	i	i	i	i	6
41) O=S(=O)(c1cccc(NC(=S)NCc2ccco2)c1)N1CCOCC1
    i	i	i	7	i	-9	i	i	i	i	-2
42) Cc1ccc(NC(=O)NCCCN2CCCC2=O)c(C)c1
    i	i	i	-1	i	-4	i	i	i	i	-20
43) CCCCN(CC)CCNc1c(N2CCN(C(=O)OCC)CC2)c(=O)c1=O
    i	i	i	-1	i	-9	i	i	i	i	5
44) CC(=O)Oc1ccc(C(=O)Nc2cccnc2)cc1
    i	i	i	0	i	-2	i	i	i	i	-7
45) c1ccc(Nc2n[nH]nc2-c2ccccc2)cc1
    i	i	i	22	i	-7	i	i	i	i	-2
46) COc1ccc(-n2c(C)nc3sc4c(c3c2=O)CCC4)cc1
    i	i	i	-1	i	-7	i	i	i	.	.
47) Cc1noc(C)c1CSCC(=O)Oc1ccc(N(C)S(=O)(=O)c2ccccc2)cc1
    i	i	i	-2	i	-9	i	i	i	i	-2
48) COc1ccc(C(=O)NCc2cc(C)nc3ccccc23)cc1OC
    i	i	i	4	i	-9	i	i	i	i	-6
49) O=C(NNC1CC(=O)N(c2ccccc2)C1=O)c1ccccc1Cl (stereo not given)
    i	i	i	-1	i	-11	i	i	i	i	-2
50) CCOC(=O)C1=C(c2ccccc2)NC(SC)=C(C#N)C1c1cccnc1 (stereo not given)
    i	i	i	-4	i	-10	i	i	i	i	2
51) Cc1nn(C)c(C)c1CCC(=O)N1CCCC(N2CCN(c3ccc(F)cc3)CC2)C1 (stereo not given)
    i	i	i	20	i	-9	i	i	i	i	-1
52) CCn1c2ccccc2c2cc(NC(C)=O)ccc21
    i	i	i	-1	i	-11	i	i	i	i	0
53) CC(NCc1cccc(S(=O)(=O)N(C)C)c1)c1ccc(F)cc1 (stereo not given)
    i	i	i	8	i	-11	i	i	i	i	-4
54) O=C(NC(=S)Nc1c(F)cc(F)cc1Br)c1ccc2c(c1)OCCO2
    i	i	i	7	i	-6	i	i	i	i	7
55) Cc1cccc(NC(=S)/N=C(\N)Nc2nc(C)c3ccccc3n2)c1
    i	i	i	2	i	-6	i	i	i	i	-3
56) COc1ccc(S(=O)(=O)N2CCN(Cc3cccnc3)CC2)cc1
    i	i	i	-4	i	-6	i	i	i	.	.
57) O=C(NCCCN1CCOCC1)c1ccc2c(c1)N(Cc1c(F)cccc1Cl)C(=O)CS2
    i	i	i	-4	i	-7	i	i	i	i	8
58) COc1ccc(C)cc1S(=O)(=O)N(C)CC(=O)Nc1ccc2c(c1)OCO2
    i	i	i	23	i	-4	i	i	i	i	?
59) Cc1ccc(O)c(CNc2nc3ccccc3n2C)c1
    i	i	i	0	i	-7	i	i	i	i	-1
60) COc1ccccc1NC(=S)N/N=C1\CC(C)(C)Oc2ccc(O)cc21
    i	i	i	23	i	-8	i	i	i	i	9

The listing continues.
Values in the order: TMEM16A act	RGS4 inh	KCNQ1 inh	SKKanGAS inh	KCNK3 inh	hERG protect	KCNK9 inh	RGS4 pot	KCNQ1 pot	ANO1 block	HDAC3 inh
61) Cc1ccc(C(=O)CSc2nc3ccccc3c(=O)n2N)o1
    i	i	i	-4	i	-16	i	i	i	i	3
62) CC(C)c1cc(-c2n[nH]c(=S)n2Cc2ccccc2)cs1
    i	i	i	-3	i	-5	i	i	i	i	1
63) O=C(N/N=C/c1sc(N2CCOCC2)nc1-c1ccccc1)c1ccccc1F
    .	i	i	0	.	-8	i	i	i	i	2
64) CC(C)(C)Nc1nc(-c2ccccn2)nc2ccccc12
    i	i	i	87*	i	-7	i	i	i	i	2
65) Cc1ccc(S(=O)(=O)Cc2ccc(C(=O)N3CCCCCC3)o2)cc1
    i	i	i	-3	i	-4	i	i	i	i	-1
